CBFb RUNX1 block: inhibitors of human CBF-beta and RUNX1 interaction. AID 1477. Q01196+Q13951. Potency, µM (top dose mostly 59.8 µM), for the others: top-dose activity, negative = inhibition, usual class: inhibitors. 230,000 tested, under 10 active. AlphaScreen CBFb-His/RUNX1-biotin binding, biochemical; further: % of control where 0% means no effect
Target sequence (Q01196 whole entry, looked up): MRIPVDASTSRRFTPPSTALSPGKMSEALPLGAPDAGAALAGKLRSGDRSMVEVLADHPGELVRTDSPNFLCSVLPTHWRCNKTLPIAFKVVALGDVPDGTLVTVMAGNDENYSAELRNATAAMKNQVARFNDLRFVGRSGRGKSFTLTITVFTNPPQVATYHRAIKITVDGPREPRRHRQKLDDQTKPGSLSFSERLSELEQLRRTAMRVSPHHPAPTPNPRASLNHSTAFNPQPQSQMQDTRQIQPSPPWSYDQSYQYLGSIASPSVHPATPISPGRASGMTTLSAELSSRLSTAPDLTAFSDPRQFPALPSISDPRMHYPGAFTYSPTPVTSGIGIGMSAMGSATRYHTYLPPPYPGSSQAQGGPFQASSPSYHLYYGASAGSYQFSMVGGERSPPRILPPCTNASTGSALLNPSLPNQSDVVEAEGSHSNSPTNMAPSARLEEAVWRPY
Target sequence (Q13951 whole entry, looked up): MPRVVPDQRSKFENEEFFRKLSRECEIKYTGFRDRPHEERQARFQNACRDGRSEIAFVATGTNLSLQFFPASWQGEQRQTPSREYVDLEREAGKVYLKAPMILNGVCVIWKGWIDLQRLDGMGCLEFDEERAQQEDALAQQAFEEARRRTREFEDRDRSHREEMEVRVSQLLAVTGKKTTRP
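His-tagged CBF-beta and biotinylated RUNX1 (30 nM each) were premixed 20 min at room temperature, exposed to compound for 15 min, then given nickel-chelate and streptavidin AlphaScreen beads (50 ng each). After 90 min, AlphaScreen signal was read.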
IMPase Li cell: membrane-permeable IMPase blocker, potentiated with lithium; AID 1457; Potency, µM (highest dose often 59.4 µM), for inactives: at the highest dose activity, negative = IMPase inhibition, usual class: inhibitors; CHO-M1 cells, IP1 TR-FRET (IP-One), carbachol + lithium; 210,000 tested, 0.35% active;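 further: IP1 builds up when IMPase is blocked and the TR-FRET signal falls; potency means the concentration at half of the fitted maximal effect; plate controls were basal vehicle for no effect and high inhibitor control for full effect; nearly all actives have a fitted effect of over 50% in size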
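Test compounds were applied to CHO-M1 cells previously cultured for 16–30 h at 2000 per well. A small lithium amount accompanied them; after 30 min at 37C, IP1 was quantified by TR-FRET.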
Lamin A splicing: modulators of lamin A splicing; HeLa LMNA splicing GFP/RFP minigene ratio, 48 h; AID 1487; Potency, µM (top dose mostly 46.1 µM), for the others: at the highest dose ratio change, negative = inhibition, actives largely listed as inhibitors; 200,000 tested, 0.01% active; active means well fitted inhibition curve with a large enough effect in the signal ratio, with a control signal flat, not every such curve was filed as active; inconclusive means small, poorly fitted or top-dose-only effect, or effect the other way, or a change in a side signal; the % refers to the signal ratio; further: potency means the concentration at half of the fitted maximal effect; on the % scale 0 is the no-effect control and ±100 the full control effect
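Read-out is the ratio of GFP to DsRed2 object intensity, acquired by 488 nm laser-scanning cytometry on HeLa lamin A-EGFP minigene reporter cells. Compound incubation 48 hrs at 37 °C in Opti-MEM with 2% FBS; DMSO 0.5% final.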
GLA spleen mod: inhibits or activates alpha-galactosidase in human spleen homogenate; Potency, µM (titrated, usually from 80 µM), for the others: at the top dose activity change, negative = inhibition, usual class: inhibitors; 240,000 tested, 0.008% active; AID 2107; human spleen homogenate, 4MU-alpha-Gal fluorescence, 40 min;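 further: potency means the concentration at half of the fitted maximal effect; 0% = enzyme with vehicle and -100% = no enzyme basal signal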
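qHTS titration in buffer at pH 5.0. Alpha-galactosidase activity in spleen homogenate was measured via 4-methylumbelliferone release from 1 mM fluorogenic substrate after 40 min at 37C and a pH 10 stop. AC50 came from Hill fits of control-normalized data.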
KinaseGlo FLuc: Kinase-Glo luciferase inhibition (counter-screen). Q27757. Kinase-Glo luciferase, ATP luminescence, 8 min. Potency, µM (doses to about 38.3 µM), for inactives: at the highest dose activity change, negative = inhibition, hits mostly inhibitors. 200,000 tested, 0.28% active; further: potency means the concentration at half of the fitted maximal effect; on the % scale 0 is the no-effect control and ±100 the full control effect; nearly all actives have a fitted effect of over 60% in size
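Kinase-Glo luciferase light output from ATP and luciferin was measured with 10 uM ATP, within the enzyme's linear range. Buffer: 50 mM imidazole pH 7.2, 50 mM KCl, 7 mM MgCl2, 0.01% Tween 20, 0.05% BSA; luminescence read after 8 min at ambient temperature.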
NPSR antagonist: neuropeptide S receptor (human) antagonism, cAMP | CHO-NPSR cells, cAMP TR-FRET, antagonist mode | Potency, µM (series often up to 38.3 µM), for inactives: at the highest dose activity change, negative = inhibition, hits mostly inhibitors | 220,000 tested, 1% active | AID 1461; further: potency means the concentration at half of the fitted maximal effect; on the % scale 0 is the no-effect control and ±100 the full control effect; nearly all actives have a fitted effect of over 50% in size; many of its hits are not listed in these tables
Target sequence (Q6W5P4 whole entry, looked up): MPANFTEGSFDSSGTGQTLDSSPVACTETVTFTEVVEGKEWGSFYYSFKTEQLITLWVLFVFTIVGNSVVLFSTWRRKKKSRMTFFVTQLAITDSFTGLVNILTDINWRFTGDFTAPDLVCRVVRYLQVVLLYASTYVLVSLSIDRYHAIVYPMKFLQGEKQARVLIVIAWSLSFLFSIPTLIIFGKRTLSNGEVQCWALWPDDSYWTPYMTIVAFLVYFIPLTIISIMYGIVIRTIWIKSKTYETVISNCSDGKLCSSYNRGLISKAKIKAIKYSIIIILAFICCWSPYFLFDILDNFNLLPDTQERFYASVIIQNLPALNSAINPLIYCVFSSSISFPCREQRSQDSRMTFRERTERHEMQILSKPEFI
Epigenetic derep: derepresses silenced GFP reporter in murine cells; murine LDR cells, GFP reporter derepression, 30 h; Potency, µM (titrated, usually from 53.9 µM), for inactives: at the top dose GFP activation, most hits filed as activators; 280,000 tested, 0.2% active; AID 1865; further: potency means the concentration at half of the fitted maximal effect; % of control where 0% means no effect; nearly all actives have a fitted effect of over 60% in size
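GFP-positive cell count by laser-scanning cytometry (objects 20–120 um) after 30 h, 37 C compound exposure of murine LDR cells; reporter is CMV-GFP integrated at a silenced locus, inducible by HDAC or DNMT inhibitors.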
* marks the source's active call; other numbers are inactive results; ? = inconclusive; nt = no result given; & = joins results of further samples; [ ] = another dose, or the depositor's remark. Unless noted, the call rests on the fitted dose curve; in most records, active means well fitted curve in the direction sought with a large enough effect; inconclusive means small, poorly fitted or top-dose-only effect, or another doubt; inactive means no such curve, though single readings can be large; an effect the other way counts as inactive or inconclusive. The list is partial; count on the stated rates, not on these rows.

SMILES	CBFb RUNX1 block	IMPase Li cell	Lamin A splicing	GLA spleen mod	KinaseGlo FLuc	NPSR antagonist	Epigenetic derep
CCCCC(CCC(=O)Nc1ccccc1C(=O)OCC)C(=O)O (configuration not stated)	12%	33%[38.3 µM]	0%	-2%	4%	-5%[46.1 µM]	0.2%
CCN(CC)S(=O)(=O)c1cccc(-c2nnc(SCC(N)=O)n2C)c1	3%	0%	nt	12%	0%	13%	-1.1%
Cc1cc(=O)oc2cc(OCC(=O)OCC(=O)N3CCC(C)CC3)ccc12	-3%	-5%	1%[46 µM]	10%	2%	2%	1.3%
CCOc1ccccc1N(C(=O)Nc1cccc(Cl)c1)C1=NC(C)CS1 (configuration not stated)	0%	-2%	7%	-2%	-2%	-9%	2.1%
CCOC(=O)C1=NN(C(=O)COc2ccccc2)C(O)(c2ccc(Br)cc2)C1 (configuration not stated)	0%	0%	nt	11%	6%	-22%	4.8%
COc1ccc(C(=O)N/C=C/n2cnc3cc(C(F)(F)F)ccc32)cc1	14%	nt	nt	-3%	nt	-9%	1.4%
Cc1occc1C(=O)NNC(=O)c1ccc(F)cc1	6%	3%[38.3 µM]	10%	-7%	-5%	-7%[46.1 µM]	-0.5%
Cc1ccc(N(CC(=O)NC2CCC(C)CC2)S(=O)(=O)c2cccnc2)cc1 (configuration not stated)	1%	1%[38.3 µM]	1%	2%	0%	-13%[46.1 µM]	-0.2%
N/C(=N\N=C/c1ccc(Br)cc1)N/N=C\c1ccc(Br)cc1	1%	5%	7%[46 µM]	-11%	0%	-10%	-2.4%
O=C(Nc1cc(C(F)(F)F)ccc1N1CCOCC1)c1ccc2ccccc2n1	0%	8%[38.3 µM]	0%	-5%	0%	-8%[46.1 µM]	-2.7%
COc1ccc(C(=O)NCC(=O)N/N=C/c2ccc([N+](=O)[O-])o2)cc1OC	-8%	nt	nt	-5%	nt	40%	2.8%
Clc1ccc(OCCn2c(-c3ccco3)nc3ccccc32)cc1	-10%	52%[activator][38.3 µM]	?	-5%	15%	?	0.0%
O=C(Nc1ncc(Cc2ccc(SC(F)F)cc2)s1)c1ccc(OC(F)F)cc1	-1%	?	?	4%	0%	-9%	3.0%
CCSc1nc(-c2ccco2)ccc1C#N	3%	19%[38.3 µM]	9%	0%	-6%	-1%[46.1 µM]	-0.1%
OC1(c2cccs2)CN(c2ccc(Cl)cc2)C2=[N+]1CCCC2 (configuration not stated)	-5%	10%	6%[9.22 µM]	1%	2%	10%	-0.9%
O=c1nc2n(c3cccc(Cl)c13)CCCCC2	19%	2%	nt	7%	nt	14%	-0.3%
CCNC(=S)N1CCC(NC(=O)C2CCCCC2)CC1	1%	-9%[38.3 µM]	-11%	-1%	-4%	-1%[46.1 µM]	-3.2%
O[C@@](CCN1CCCCC1)(c1ccccc1)C1CCCCC1	-2%[21.7 µM]	12%	1%	3%[29.1 µM]	-1%[17.1 µM]	nt	-1.4%[16.9 µM]
N=C1S/C(=C\c2cn[nH]c2-c2ccc(F)cc2)C(=O)N1c1ccccc1F	1%	2%	-24%	3%	-3%	-58%	-1.1%
COc1ccccc1CNCC(=O)N1CC(=O)Nc2ccccc21	5%	8%	nt	1%	3%	8%	-4.7%
Cc1cc(C)cc(NC(=O)C2CC(=O)n3ncnc3N2)c1 (configuration not stated)	5%	3%	3%[46 µM]	8%	1%	-13%	1.0%
CCOC(=O)C1CCCN(C2CC(=O)N(c3cccc(C)c3)C2=O)C1 (configuration not stated)	3%	5%[38.3 µM]	1%	4%	-7%	1%[46.1 µM]	-0.7%
O=C(Nc1ccc(Cl)c(Cl)c1)Nc1nnc(-c2ccncc2)s1	8%	-2%	?	-1%	-2%	-6%	-1.1%
CCCC/C=C/C(NC(=O)Oc1cccc(C(F)(F)F)c1)c1ccccc1 (configuration not stated)	18%	0%	nt	-3%	0%	nt	4.2%
O=C(Nc1cccc(S(=O)(=O)N2CCOCC2)c1)c1cc2c(s1)CCC2	-3%	22%[38.3 µM]	-21%	-6%	0%	-16%[46.1 µM]	2.1%
COc1cc(C(=O)Nc2cnc(NC(=O)C(C)C)cc2C)cc(OC)c1OC	8%	-9%[38.3 µM]	1%	-1%	2%	-6%[46.1 µM]	-1.5%
CCOC(=O)N1CCC(NC(=O)C2CCN(C(=O)N3CC(C)Oc4ccc(C)cc43)CC2)CC1 (configuration not stated)	-1%	-14%[38.3 µM]	-1%	5%	-2%	-1%[46.1 µM]	0.7%
COc1ccc(N(CC(=O)NCc2ccc3c(c2)OCO3)S(C)(=O)=O)cc1OC	-3%	17%[38.3 µM]	2%	4%	0%	3%[46.1 µM]	-7.3%
CN(C)CCCNc1c2c(c(C#N)c3nc4ccccc4n13)CCC2	?	8%[38.3 µM]	?	?	-7%	?	4.1%
O=S(=O)(c1ccccc1)N1CCN(Cc2cccc(Cl)c2)CC1	4%	0%[38.3 µM]	0%	4%	4%	-14%[46.1 µM]	-1.0%
COc1ccc2nc(NC(=O)CSc3nnnn3C)sc2c1	5%	10%	nt	5%	-4%	5%	-1.7%
Cc1cc(=O)[nH]c(/N=C(\N)Nc2cccc3ccccc23)n1	1%	-13%[38.3 µM]	11%	2%	-3%	-3%[46.1 µM]	-1.1%
CC(=O)Nc1ccc(S(=O)(=O)NCC2CCC(C(=O)NC3CCCCCC3)CC2)cc1 (configuration not stated)	8%	-8%	?	-2%	3%	10%	8.2%
COCCNC(=O)c1cc2c(=O)n3cccc(C)c3nc2n(Cc2ccncc2)c1=N	-1%	13%[38.3 µM]	4%	6%	-3%	0%[46.1 µM]	1.9%
COCCCn1c(CCC(=O)O)ccc1-c1ccc(F)cc1	4%	15%[38.3 µM]	10%	?	2%	-20%[46.1 µM]	4.3%
COC(=O)C(C)N1C(=O)S/C(=C/c2cc(C)n(C(C)C)c2C)C1=O (configuration not stated)	-15%	3%[38.3 µM]	?	-5%	-3%	-19%[46.1 µM]	-0.7%
Cc1cc(=O)[nH]c(SCC(=O)Nc2ccc(S(N)(=O)=O)cc2)n1	-16%	-1%	nt	4%	13%	19%	-0.1%
Cc1ccc(C)n1-c1ccc(N2CCOCC2)c(Br)c1	-5%	36%[activator][38.3 µM]	?	3%	-1%	-7%[46.1 µM]	3.1%
Cc1ccc(C(=O)O)cc1NC(=O)c1cccs1	11%	1%	-3%	-8%	1%	-10%[46.1 µM]	5.0%
O=C(Nc1cccc2ncccc12)C(c1ccccc1)c1ccccc1	1%	13%	-12%[46 µM]	5%	-1%	-7%	1.1%
COC(=O)c1nc2n(n1)C(c1ccc(OC)c(OC)c1)C(C(=O)OC1CCCCC1)=C(C)N2 (configuration not stated)	2%	30%[38.3 µM]	8%	3%	16%	-8%[46.1 µM]	4.0%
Cc1cc(C(=O)CSc2nnc(-c3ccncc3)n2-c2ccccc2)c(C)n1C	-26%	0%[38.3 µM]	3%	4%	-3%	-11%[46.1 µM]	-1.6%
Cc1cccc(C(=O)N[C@H](C(=O)Nc2ncc(C)s2)C(C)C)c1	12%	14%	?	8%	4%	-10%	0.0%
COc1cccc(/C=C/C(=O)c2ccc[nH]2)c1	-1%	4%[38.3 µM]	?	-13%	-13%	3%[46.1 µM]	-4.3%
Cc1cc(S(=O)(=O)N2CCCC2)c(C)s1	0%	nt	5%	-7%	nt	-2%[46.1 µM]	-1.0%
CCc1ccc(Nc2nnc(SCc3cc(=O)n4ccsc4n3)s2)cc1	-17%	18%[38.3 µM]	?	-8%	-4%	-17%[46.1 µM]	-4.8%
C=CCN(c1ccc(C(=O)N2CCCC2)cc1)S(C)(=O)=O	0%	16%[38.3 µM]	-17%	-8%	0%	4%[46.1 µM]	-5.8%
COc1cc(-c2nnc3n(CCc4ccccc4)c(=O)c4ccccc4n23)cc(OC)c1OC	14%	2%	-3%	6%	-3%	-2%	0.0%
C/C(CCC(=O)OC[C@@H]1O[C@H](C#Cc2ccccc2)C=C[C@@H]1Oc1ccc(C)cc1)=N/O[C@@H](C)c1cn([C@H](CO)Cc2ccccc2)nn1	12%&4%[13.1 µM]	nt	nt	-2%&-5%[17.5 µM]	nt	nt	0.8%&0.0%[10.1 µM]
CCCCCCCOC(=O)c1ccc(OC(=O)c2cccnc2)cc1	-1%	38%[activator][38.3 µM]	4%	3%	4%	-5%[46.1 µM]	1.8%
Cc1onc(-c2ccccc2)c1CNS(=O)(=O)c1cccc(Br)c1	3%	nt	nt	-3%	nt	25%	-1.3%
O=C(CNCc1ccccn1)Nc1cc(C(F)(F)F)ccc1N1CCOCC1	?	nt	nt	0%	nt	15%[7.67 µM]	2.7%
CCn1ncc(C(=O)Nc2ccccc2C)c1C	7%	-11%	?	4%	-9%	6%	-0.9%
COc1ccc(-c2csc(NC(=O)CSc3n[nH]c(N)n3)n2)cc1	2%	-1%	11%[9.22 µM]	3%	-7%	-6%	2.3%
COC(=O)c1ccc(-c2noc(CN(C)CCC3CCCCO3)n2)cc1 (configuration not stated)	?	28%	?	-7%	-3%	?	-0.1%
NS(=O)(=O)c1ccc(NC2=CC(c3ccc(F)cc3)N(c3ccc(S(N)(=O)=O)cc3)C2=O)cc1 (configuration not stated)	-3%	nt	nt	15%	nt	-12%	16%
Cc1nc2ccccc2c(=O)n1NC(=O)c1cccnc1Cl	-8%	5%	nt	3%	2%	9%	0.0%
CCn1nnnc1SCC(=O)Nc1nc2ccccc2s1	5%	8%	0%[46 µM]	6%	4%	2%	-6.2%
CN(C)CCNC(=O)c1ccccc1-c1ccccc1	6%	24%[38.3 µM]	-1%	-5%	0%	-4%[46.1 µM]	1.1%
COc1ccc(NC(=O)C(c2ccc(C)cc2)N(C)C(=O)CC2NC(=O)NC2=O)cc1 (configuration not stated)	-6%	0%	-5%	5%	-1%	23%	2.8%
CN(CCC#N)CC(=O)Nc1ccc(S(N)(=O)=O)cc1	2%	1%	12%[46 µM]	-6%	3%	12%	-3.3%

Retrieved one by one from above:
SMILES	CBFb RUNX1 block	IMPase Li cell	Lamin A splicing	GLA spleen mod	KinaseGlo FLuc	NPSR antagonist	Epigenetic derep
Cc1onc(-c2ccccc2)c1CNS(=O)(=O)c1cccc(Br)c1	3%	nt	nt	-3%	nt	25%	-1.3%
COc1ccc(NC(=O)C(c2ccc(C)cc2)N(C)C(=O)CC2NC(=O)NC2=O)cc1 (configuration not stated)	-6%	0%	-5%	5%	-1%	23%	2.8%

Bioassay records: PubChem, National Center for Advancing Translational Sciences (NCATS)
